GPR7 antagonist – GPR7 receptor antagonists, primary screen, cell-based, fluorescence, single concentration; Neuropeptides B/W receptor type 1 (Homo sapiens), P48145; GPR7-expressing cells, fluorescence antagonist assay; inhibition, % at 4.4 µM; 290,000 compounds, 1.1% hits; AID 1861, 2009; in the data active = inhibition above about 16%, passing the limit was not always enough;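 note: cells stimulated with the agonist NPW; 0% = agonist with vehicle and 100% = vehicle without agonist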
Target sequence (P48145 whole entry, looked up): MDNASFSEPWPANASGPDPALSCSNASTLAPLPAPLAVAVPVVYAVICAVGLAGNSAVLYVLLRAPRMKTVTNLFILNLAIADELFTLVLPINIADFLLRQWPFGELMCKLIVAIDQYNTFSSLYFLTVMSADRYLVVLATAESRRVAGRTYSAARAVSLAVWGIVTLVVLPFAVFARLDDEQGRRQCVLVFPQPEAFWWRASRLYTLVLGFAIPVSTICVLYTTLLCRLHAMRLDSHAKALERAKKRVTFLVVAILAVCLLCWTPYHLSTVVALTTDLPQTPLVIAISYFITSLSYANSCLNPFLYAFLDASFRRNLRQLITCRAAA
MEKK2wt PB1 HTS – modulators of MEK5 binding to wildtype MEKK2, primary screen, biochemical, multiplex bead flow cytometry, Alexa488-MEK5 | Mitogen-activated protein kinase kinase kinase 2 (Homo sapiens), Q9Y2U5 | Alexa488-MEK5 binding to MEKK2 WT; actives lie on both sides | binding response (% of control), % at 10 µM | 290,000 compounds, 1.1% hits; in the data active = binding response below about 67% or above about 130%
NALP1 yeast inh – NALP1 inflammasome inhibitors in reconstituted yeast, colorimetric, S. cerevisiae, triplicate retest. S. cerevisiae NALP1/ASC/caspase-1 growth, X-gal OD620, 72 h. inhibition, % at 10 µM. 280,000 compounds, 0.61% hits; in the data active = inhibition mostly above about 24%, no sharp cut-off; inactive = mostly below about 32%; note: some compounds called inactive have numbers as strong as hits
OXTR ag – human OXTR agonists, primary screen, fluorescence, CHO-OTR cells, Fluo-8 calcium; activation, % at 3 µM; Oxytocin receptor (Homo sapiens), P30559; 320,000 compounds, 0.32% hits; Fluo-8 calcium fluorescence; normalized: DMSO 0%, oxytocin 100%;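 active = activation above the mean of all tested compounds plus 3 SD, cutoff set per screening run, cut at about 20% in these data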;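 note: peak over basal fluorescence ratio from a 100 s FLIPR kinetic read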
PHOSPHO1 inh – PubChem AID 1565. Phosphoethanolamine/phosphocholine phosphatase (Homo sapiens), Q8TCT1. recombinant PHOSPHO1, absorbance phosphatase assay. inhibition, % at 13.3 µM. 290,000 compounds, 1.1% hits; in the data active = inhibition above about 60%
MEKK3 PB1 HTS – modulators of MEKK3-MEK5 PB1 binding, primary screen, biochemical, wildtype MEKK3, multiplex bead flow cytometry, Alexa488-MEK5; Mitogen-activated protein kinase kinase kinase 3 (Homo sapiens), Q99759; bead-based flow cytometry, Alexa488-MEK5 binding to MEKK3; actives lie on both sides; 0 = blocked by unlabeled MEK5, 100 = vehicle; binding response (% of control), % at 10 µM; 290,000 compounds, 1.4% hits;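 active = binding response more than 3 SD above or below the average of its plate-row segment, actives on both sides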;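 note: Alexa488 bead fluorescence after subtracting the streptavidin-only scavenger bead signal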
MEKK2mut PB1 HTS – MEK5 binding signal on mutant MEKK2 PB1, primary screen, biochemical, multiplex bead flow cytometry, Alexa488-MEK5 | AID 1530, 2009 | percent response, % at 10 µM | 290,000 compounds, 0.35% hits | Alexa488-MEK5 binding to MEKK2 mutant; in the data active = percent response above about 24%, passing the limit was not always enough; note: inactives centre near 1; some results filed as inactive read as strong as hits; reference of the scale not given here
GalR3 antagonist – GalR3 antagonists in HEK293 cells, primary screen, cell-based, fluorescence readout | inhibition, % at 3 µM | HEK293 GalR3-CNG cAMP membrane potential fluorescence; galR3 body fused to GalR1 C-terminus | AID 651719, 2012 | Galanin receptor type 3 (Homo sapiens), O60755 | 360,000 compounds, 0.44% hits;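 active = inhibition above the screen-wide average plus 3 SD, cut at about 13% in these data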;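 note: forskolin and galanin both at EC90 stimulate the cells; cAMP rise reported by CNG channel membrane potential dye signal; 0% = forskolin plus galanin with DMSO and 100% = forskolin alone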
Target sequence (O60755 1-299 limits assumed): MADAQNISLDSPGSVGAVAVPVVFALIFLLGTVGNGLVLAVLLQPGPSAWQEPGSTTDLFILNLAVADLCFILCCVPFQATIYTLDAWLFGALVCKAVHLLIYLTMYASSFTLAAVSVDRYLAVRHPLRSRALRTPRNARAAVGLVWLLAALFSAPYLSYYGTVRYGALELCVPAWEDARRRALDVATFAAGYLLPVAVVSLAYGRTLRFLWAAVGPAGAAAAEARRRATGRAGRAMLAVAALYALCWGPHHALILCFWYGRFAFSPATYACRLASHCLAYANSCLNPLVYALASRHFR
V1R ag counter – agonists of human V1a receptor, primary screen, counter-screen for OXTR agonist project, fluorescence, CHO-V1R cells; Vasopressin V1a receptor (Homo sapiens), P37288; Fluo-8 calcium fluorescence, agonist mode; 0% DMSO, 100% 3 nM vasopressin; activation, % at 3 µM; 320,000 compounds, 0.25% hits;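 active = activation above the mean activation of all tested compounds plus 3 SD, per screening run, cut at about 20% in these data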;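 note: signal is peak over basal fluorescence ratio across a 100 second FLIPR read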
Target sequence (P37288 whole entry, looked up): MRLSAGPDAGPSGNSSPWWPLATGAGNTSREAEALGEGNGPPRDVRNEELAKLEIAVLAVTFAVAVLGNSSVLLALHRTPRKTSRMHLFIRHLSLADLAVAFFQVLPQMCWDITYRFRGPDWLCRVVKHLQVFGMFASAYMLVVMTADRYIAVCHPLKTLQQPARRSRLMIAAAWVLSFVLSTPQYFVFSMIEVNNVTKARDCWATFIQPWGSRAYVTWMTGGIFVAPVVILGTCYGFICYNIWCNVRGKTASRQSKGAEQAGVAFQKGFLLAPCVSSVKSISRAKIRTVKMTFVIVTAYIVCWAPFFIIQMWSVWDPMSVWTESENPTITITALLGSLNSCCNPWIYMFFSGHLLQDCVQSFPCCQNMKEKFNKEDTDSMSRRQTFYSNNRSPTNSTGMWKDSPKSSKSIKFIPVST
* hit, by the source's call; . = not tested or not shown; [ ] = dose if it differs, or a comment. Rows were taken by chance, and some 5.4% of all compounds hit somewhere here.

Start of the listing, in advance:
SMILES | GPR7 antagonist | MEKK2wt PB1 HTS | NALP1 yeast inh | OXTR ag | PHOSPHO1 inh | MEKK3 PB1 HTS | MEKK2mut PB1 HTS | GalR3 antagonist | V1R ag counter
COc1ccc2nc(SCC(=O)Nc3ccc4c(c3)OCCO4)[nH]c2c1 | -14 | . | 0 | -0.6 | 38 | . | . | -9 | -0.5
CCn1c(C)cc(/C=C2/SC(=O)N(CC(=O)N3CCCC3)C2=O)c1C | 7 | 99 | 5 | 0.0 | 5 | 101 | -3 | -7 | 1.3
CCOC(=O)c1ccc(NC(=O)C(CC)(CC)C(=O)OCC)cc1 | -3 | 97 | -8 | -2.0 | 24 | 100 | 0 | 1 | -1.6
O=C(Oc1ccc(/C=N/NC(=O)c2ccccn2)cc1)c1ccc(Br)cc1 | -7 | 100 | -6 | -0.1 | 15 | 103 | 3 | -4 | 0.9
NC(=O)C[C@H]1NC(=O)[C@H](CCC(=O)O)NC(=O)c2cc([N+](=O)[O-])cc(I)c2NCCC[C@@H](C(N)=O)NC1=O | -10 | 103 | 7 | 0.6 | -14 | 93 | 2 | -5 | 2.3

The list itself, from the first entry:
SMILES | GPR7 antagonist | MEKK2wt PB1 HTS | NALP1 yeast inh | OXTR ag | PHOSPHO1 inh | MEKK3 PB1 HTS | MEKK2mut PB1 HTS | GalR3 antagonist | V1R ag counter
COc1ccc2nc(SCC(=O)Nc3ccc4c(c3)OCCO4)[nH]c2c1 | -14 | . | 0 | -0.6 | 38 | . | . | -9 | -0.5
CCn1c(C)cc(/C=C2/SC(=O)N(CC(=O)N3CCCC3)C2=O)c1C | 7 | 99 | 5 | 0.0 | 5 | 101 | -3 | -7 | 1.3
CCOC(=O)c1ccc(NC(=O)C(CC)(CC)C(=O)OCC)cc1 | -3 | 97 | -8 | -2.0 | 24 | 100 | 0 | 1 | -1.6
O=C(Oc1ccc(/C=N/NC(=O)c2ccccn2)cc1)c1ccc(Br)cc1 | -7 | 100 | -6 | -0.1 | 15 | 103 | 3 | -4 | 0.9
NC(=O)C[C@H]1NC(=O)[C@H](CCC(=O)O)NC(=O)c2cc([N+](=O)[O-])cc(I)c2NCCC[C@@H](C(N)=O)NC1=O | -10 | 103 | 7 | 0.6 | -14 | 93 | 2 | -5 | 2.3
S=c1[nH]nc(Cn2c(-c3ccccn3)nc3ccccc32)n1-c1ccc2c(c1)OCCO2 | 9 | 84 | . | -1.1 | -99 | 90 | -3 | 0 | -0.1
CCOc1ccc(NC(=S)Nc2ccc(OCC)cc2)cc1 | -9 | 104 | 9 | -1.6 | 25 | 116 | -1 | 2 | -0.4
COc1ccc(S(=O)(=O)N2CCC(C(=O)N3CCc4ccccc4C3)CC2)cc1 | 7 | 102 | 20 | -0.3 | -2 | 100 | 8 | -5 | 0.9
CCN(CC)CCn1c(NC(=O)c2ccc(C)cc2)nc2ccccc21 | -4 | 108 | 6 | 0.1 | -24 | 101 | 3 | -10 | 0.3
COC(=O)c1ccn(C(=O)c2ccc(Cl)cc2)n1 | -18 | . | 17 | 0.5 | -26 | . | . | -5 | -0.3
COc1cccc(NC(=O)c2cc(CN3C(=O)c4ccccc4C3=O)ccc2OC)c1 | -4 | 95 | 40 | -2.0 | -7 | 99 | -2 | 5 | -0.1
CCOc1ccc(NC(=O)NCc2ccc3c(c2)OCO3)cc1 | -7 | 111 | 10 | 0.1 | 19 | 105 | 7 | 6 | 0.4
COc1cc(OC)c(NC(=O)C2CCCN2C(=O)OCc2ccccc2)cc1Cl (configuration not stated) | 4 | 95 | 7 | 0.4 | 31 | 100 | 0 | 2 | 0.7
CC(C)N(Cc1cn(C)nc1-c1cccc(Cl)c1)Cc1nccn1C | -15 | 102 | 4 | -0.6 | -2 | 103 | 3 | 9 | 0.7
Cc1cc(C(=O)O)ccc1N=Cc1c(O)ccc2ccccc12 | -9 | 102 | 9 | 1.0 | . | 101 | 5 | -5 | 2.0
C#CCNC(=O)C1=C[C@@H](c2ccc(C#C)cc2)C[C@@H](OCCCCO)O1 | . | 107 | . | -0.5 | . | 114 | 4 | -5 | 0.1
COc1ccc(OC)c(-c2nnc(SCC(=O)N3CCOCC3)o2)c1 | -10 | 106 | -3 | 0.5 | -1 | 104 | 12 | 6 | 0.5
CN(CCCCCNC(=O)/C=N/O)Cc1ccccc1 | -7 | 115 | 16 | . | 15 | 101 | 14 | . | .
Cc1ccc(NCc2nnc(SCC(=O)Nc3cccc(O)c3)n2CC2CCCO2)c(C)c1 (configuration not stated) | 8 | 108 | 23 | 0.3 | 27 | 112 | 2 | -4 | 0.1
CCCn1c(SCC(=O)NC2CCCCC2)nnc1-c1ccncc1 | -6 | 112 | -2 | 0.0 | 4 | 108 | 5 | -1 | 1.8
CN(C)c1ccc(/C=N/NC(N)=S)cc1[N+](=O)[O-] | -6 | 107 | 21 | -0.1 | -98 | 111 | -1 | 2 | -0.8
COC(=O)c1[nH]c2ccccc2c1NC(=O)C(C)N1CCOCC1 (configuration not stated) | 6 | 96 | 14 | -0.2 | -4 | 91 | -12 | -6 | -0.2
COc1ccc(N2CCN(c3cc(=O)n(Cc4ccc(F)cc4)c(=O)[nH]3)CC2)cc1 | -1 | 109 | . | 2.1 | 19 | 110 | 9 | 7 | 2.7
O=C(Nc1cccc(Cl)c1)c1ccc2c(=O)n3c(nc2c1)CCCCC3 | 11 | . | 1 | . | 26 | . | . | 0 | .
COc1ccc(C(=O)Nc2cc3c(cc2OC)CCCC3)cc1Br | -11 | . | 14 | 0.8 | 26 | . | . | -1 | -1.0
Cc1ccc(S(=O)(=O)NN2C(=O)/C(=C/c3cccs3)SC2=S)cc1 | -19 | 104 | . | -0.3 | 18 | 102 | 4 | 1 | -0.3
CC(C(=O)Nc1ccc(OCc2ccccc2)cc1)N1CCCC1 (configuration not stated) | -1 | 105 | 15 | 3.8 | 16 | 103 | 6 | -7 | 1.8
Cc1ccc(SCCC(=O)N2CCCC2)cc1 | -1 | 102 | -4 | -1.3 | -32 | 105 | 1 | -7 | 0.2
Cc1cccc(NC2=NC3(CCCCC3)N=C(N)N2)c1 | -6 | . | . | -0.5 | . | . | . | -5 | -0.9
CCOC(=O)c1cc2c(=O)n3ccccc3nc2n(C(C)C)c1=NC(=O)c1ccncc1 | -10 | 97 | 0 | -1.8 | 35 | 100 | -2 | 0 | -0.3
O=S1(=O)CCOC[C@H](c2ccccc2)N1Cc1cccc(F)c1 | 4 | 103 | 18 | -2.1 | -13 | 98 | -6 | -4 | 0.0
CCOC(=O)N1CCC(N2Cc3cccc(C(=O)NCc4ccccc4OC)c3C2=O)CC1 | -8 | 105 | 1 | -1.3 | 2 | 108 | 4 | -2 | -0.9
O=C(C1=C[C@@H](c2ccccc2)C[C@@H](OCCCCO)O1)N1CCOCC1 | 15 | 99 | 2 | 0.3 | 16 | 102 | -3 | -7 | 1.7
CCC(C)C(=O)Nc1cccc(SC)c1 (configuration not stated) | -17 | 87 | 16 | -1.9 | -14 | 90 | -10 | . | -0.4
O=C(Nc1ccc(S(=O)(=O)Nc2nccs2)cc1)c1nn(-c2ccc(F)cc2)ccc1=O | -7 | 110 | -1 | -0.2 | 51 | 105 | 0 | -9 | -0.3
O=C(COc1ccccc1)Nc1nc(-c2ccncc2)cs1 | -16 | 115 | 8 | 4.6 | -32 | 108 | 10 | 0 | 8.0
COCc1[nH][nH]c(=O)c1/C=N/N1CCOCC1 | -10 | 56 | -6 | 0.2 | 11 | 40*[inhibitor] | -17 | -2 | 0.9
CCOC(=O)c1[nH]c2ccccc2c1NC(=O)CCN1CC(C)OC(C)C1 (configuration not stated) | -18 | 97 | -13 | -1.3 | 3 | 114 | 2 | -1 | -0.2
CCC(C)[C@H](NC(=O)N1CC(=O)Nc2ccccc21)C(=O)N[C@H](Cc1ccccc1)C(=O)O (some centres not stated) | 9 | 99 | -10 | 0.4 | 19 | 100 | 2 | -6 | -0.2
CC1/C(=N/O)CC(c2ccccc2)NC1c1ccccc1 (configuration not stated) | 4 | 105 | 1 | -1.4 | 2 | 106 | 9 | -7 | -0.9
O=C(O)c1cc(-c2cccnc2)nc2ccccc12 | -14 | 101 | . | 0.5 | -2 | 104 | 10 | 0 | -1.3
O=C1c2ccccc2C(=O)N1CCc1nc(-c2cccnc2)no1 | -3 | 100 | 8 | 0.8 | -31 | 101 | 0 | -6 | 1.2
CC(C)NC(=O)c1sc(=S)n2c1[nH]c(=O)c1ccc(C(=O)NCCc3ccc(Cl)cc3)cc12 | -7 | 106 | -2 | 1.4 | -1 | 104 | 3 | 1 | 1.3
O=C(NS(=O)(=O)c1ccc(NC(=O)C2CCCO2)cc1)c1ccccc1 (configuration not stated) | 6 | 97 | 9 | -0.1 | -8 | 98 | -3 | -6 | -0.4
CCn1cc(C(=O)OCC(=O)Nc2ccc(C(C)C)cc2)c(=O)c2ccc(C)nc21 | -9 | 107 | 25* | -2.2 | 2 | 101 | -1 | -3 | -1.2
Cc1nnc(N/N=C/c2ccccn2)[nH]c1=O | -15 | 97 | -11 | 0.0 | -1 | 97 | -3 | -5 | -1.2
c1ccc(CNc2nc(NCc3ccco3)nc(N3CCOCC3)n2)cc1 | -14 | 114 | 6 | -1.9 | 46 | 107 | 10 | -4 | 2.3
Cc1ccccc1NC(=O)n1ncc2cc(Cl)ccc21 | 12 | 97 | 12 | -0.1 | 22 | 97 | -8 | 0 | 1.8
COc1ccc(-n2nc([N+](=O)[O-])c(=NCCc3cccc(C)c3)n2O)cc1 | -7 | 99 | 14 | -1.5 | -1 | 100 | 0 | -5 | -0.1
S=c1[nH]nc(-c2ccco2)n1/N=C/c1cccc(Cl)c1Cl | -12 | 106 | 48 | -3.0 | 11 | 93 | 1 | 0 | -1.5
NNC(=O)/C(=C/c1cccs1)NC(=O)c1ccccc1Cl | -4 | 90 | 7 | -0.9 | 41 | 97 | -7 | -2 | -0.2
O=C(CCN1CCCCC1=O)NC1CCCc2c1cnn2-c1ccccc1F (configuration not stated) | 8 | 99 | -14 | -2.0 | 24 | 100 | 4 | -6 | -0.7
COc1ccc(-c2ccc(SCC(=O)c3cccs3)nn2)cc1OC | -11 | 98 | 2 | -0.5 | 48 | 92 | -2 | -4 | 1.6
CCOc1cc(/C=N/NC(=O)CCn2nnc3ccccc32)ccc1O | 2 | 90 | 13 | 1.1 | 11 | 95 | 3 | 6 | -0.1

With a hit mark in NALP1 yeast inh (from the list above):
structure	GPR7 antagonist	MEKK2wt PB1 HTS	NALP1 yeast inh	PHOSPHO1 inh	MEKK3 PB1 HTS	MEKK2mut PB1 HTS	GalR3 antagonist
CCn1cc(C(=O)OCC(=O)Nc2ccc(C(C)C)cc2)c(=O)c2ccc(C)nc21	-9	107	25*	2	101	-1	-3

Assay outcomes (PubChem BioAssay)
